High-throughput results deposited in PubChem BioAssay by National Center for Advancing Translational Sciences (NCATS).
FLuc counter: inhibits or activates purified firefly luciferase, miR-21 counter-screen; P08659; purified FLuc, Km substrates, luminescence inhibition; Potency, µM (doses to about 57.5 µM), inactives show top-dose activity change, negative = inhibition, usual class: inhibitors; 6.9% of 360,000 active; AID 588342;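 also: potency is read from the fitted curve at half-maximal effect; plate controls were vehicle for no effect and reference inhibitor for full effect; nearly all actives have a fitted effect of over 55% in size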
Target sequence (P08659 whole entry, looked up): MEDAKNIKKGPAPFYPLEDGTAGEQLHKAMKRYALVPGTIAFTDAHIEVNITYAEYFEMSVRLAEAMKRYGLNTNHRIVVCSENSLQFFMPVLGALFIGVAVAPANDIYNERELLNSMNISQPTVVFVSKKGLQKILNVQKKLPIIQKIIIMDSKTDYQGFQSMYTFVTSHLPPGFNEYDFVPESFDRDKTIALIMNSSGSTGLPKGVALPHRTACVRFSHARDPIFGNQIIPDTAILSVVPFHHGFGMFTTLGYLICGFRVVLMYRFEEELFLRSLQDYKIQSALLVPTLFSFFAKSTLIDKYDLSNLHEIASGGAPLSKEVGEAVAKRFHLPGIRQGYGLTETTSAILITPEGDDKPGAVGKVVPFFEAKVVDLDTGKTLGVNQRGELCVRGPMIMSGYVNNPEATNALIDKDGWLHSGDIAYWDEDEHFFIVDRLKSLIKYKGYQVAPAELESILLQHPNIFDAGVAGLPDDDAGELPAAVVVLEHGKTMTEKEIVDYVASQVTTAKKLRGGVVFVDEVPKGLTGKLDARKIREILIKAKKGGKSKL
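Biochemical qHTS of compounds, final roughly 60 µM downward over six points, against 10 nM purified firefly luciferase using Km concentrations of substrates (10 uM D-luciferin, 10 uM ATP) in Tris acetate pH 7.5 buffer; luminescence output.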
Gal4-VP16 FLuc: inhibits Gal4-VP16 luciferase reporter, ROR gamma counter-screen | Drosophila S2 Gal4-VP16 UAS-luciferase, luminescence, 20 h | Potency, µM (series often up to 53.6 µM), without a hit: top-dose activity, negative = inhibition, usual class: inhibitors | 3.5% of 310,000 active;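 also: Gal4-VP16 expression switched on by copper sulfate through the metallothionein promoter; potency is read from the fitted curve at half-maximal effect; % is scaled to controls: 0 for no effect and ±100 for the full control effect; nearly all actives have a fitted effect of over 50% in size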
ELG1 genotox: inducers of genotoxicity in HEK293T ELG1-luciferase cells. HEK293T ELG1-luciferase reporter, luminescence, 16 h. Potency, µM (titrated, usually from 46 µM), inactives show top-dose activity change, positive = activation, actives largely listed as activators. 1.3% of 330,000 active. AID 504466; also: potency is read from the fitted curve at half-maximal effect; % of control where 0% means no effect; nearly all actives have a fitted effect of over 60% in size
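16 hr compound incubation (37 °C, 5% CO2) of HEK293T cells carrying luciferase-tagged ELG1; luciferase then measured by ONE-Glo luminescence after 30 min at RT.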
NPC1 prom act: activates the NPC1 promoter. Potency, µM (series often up to 9.22 µM), for inactives: at the highest dose activation, hits mostly activators. Huh7 NPC1 promoter luciferase reporter, 24 h. 2.4% of 320,000 active. AID 485313;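 also: potency is read from the fitted curve at half-maximal effect; % of control where 0% means no effect; nearly all actives have a fitted effect of over 60% in size; reporter is driven by a mutant NPC1 promoter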
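Quantitative HTS used a cell-based reporter: Huh7 cells stably bearing the NPC1 promoter upstream of luciferase were treated with compounds for 24 h, and promoter activation was read as luminescence.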
Tb PFK block: T. brucei PFK enzyme inhibition | O15648 | T. brucei PFK, ADP-Glo luminescence | Potency, µM (titrated, usually from 57.5 µM), for the others: at the top dose activity, negative = inhibition, actives largely listed as inhibitors | 0.17% of 330,000 active;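 also: potency is read from the fitted curve at half-maximal effect; 0% = uninhibited 1x PFK enzyme wells and -100% = no-enzyme wells; nearly all actives have a fitted effect of over 60% in size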
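Activity is normalized to no-enzyme wells (full inhibition) and 1.25 nM enzyme wells (no inhibition). Reaction: 0.5 mM F6P, 0.1 mM ATP, 45 min RT, ADP-Glo luminescence; concentration-response curves fitted and classed by quality.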
TRPV1 ag: activates the human vanilloid receptor TRPV1 | Q8NER1 | TRPV1-expressing cells, Fluo-8 calcium influx, agonist mode | activation, % at 8.33 µM | 0.19% of 320,000 active | AID 540275; in the data active = activation above about 80%; inconclusive = between about 30% and that limit; also: 0% is about no effect
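TRPV1-expressing cells were cultured overnight at 35.5C and loaded with Fluo-8 calcium dye for 40 to 90 min at room temperature. After a 10 s baseline, compound was added and calcium influx was read kinetically for 3 min (ex 480/em 520 nm).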
Rab9 promoter act: activates the Rab9 promoter. Huh7 Rab9 promoter-luciferase reporter, luminescence, 24 h. 2.8% of 320,000 active. Potency, µM (highest dose often 9.22 µM), inactives show at the top dose activation, negative = inhibition, usual class: activators; also: potency is read from the fitted curve at half-maximal effect; % of control where 0% means no effect; nearly all actives have a fitted effect of over 60% in size
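Promoter activation is measured as luciferase luminescence in Huh7 cells stably transfected with a Rab9 promoter–luciferase construct, following 24 h compound exposure at 37 °C and 10 min reagent incubation at ambient temperature.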
RORg inh: inhibitors of mouse ROR gamma transcriptional activity; Drosophila S2 Gal4-RORgamma UAS-luciferase reporter, 20 h; AID 2551; P51450; Potency, µM (highest dose often 53.6 µM), inactives show at the top dose activity change, negative = inhibition, hits mostly inhibitors; 5.4% of 310,000 active; also: potency is read from the fitted curve at half-maximal effect; % is scaled to controls: 0 for no effect and ±100 for the full control effect; nearly all actives have a fitted effect of over 60% in size
Target sequence (P51450 whole entry, looked up, the tested form may be a part): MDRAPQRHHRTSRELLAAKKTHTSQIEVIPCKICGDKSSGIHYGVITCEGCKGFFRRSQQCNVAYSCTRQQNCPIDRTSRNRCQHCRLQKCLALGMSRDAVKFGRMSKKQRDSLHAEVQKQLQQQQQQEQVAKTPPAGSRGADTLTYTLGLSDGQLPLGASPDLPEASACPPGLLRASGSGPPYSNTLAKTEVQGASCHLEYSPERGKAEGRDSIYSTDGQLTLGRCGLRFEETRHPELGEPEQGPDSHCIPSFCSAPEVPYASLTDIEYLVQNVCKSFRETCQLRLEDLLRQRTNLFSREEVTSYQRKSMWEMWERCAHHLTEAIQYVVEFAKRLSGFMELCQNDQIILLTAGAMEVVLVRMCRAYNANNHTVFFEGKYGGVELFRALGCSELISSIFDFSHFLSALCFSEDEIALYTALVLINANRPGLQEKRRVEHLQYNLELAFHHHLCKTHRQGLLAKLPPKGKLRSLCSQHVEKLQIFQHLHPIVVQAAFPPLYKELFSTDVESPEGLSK
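Using a luciferase readout, inhibitors were identified by reduced reporter activity in Drosophila cells coexpressing a copper-inducible Gal4–ROR gamma fusion and UAS-driven Photinus luciferase, incubated 20 hr after 700 uM copper sulfate.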
p53 reactivator: restores transcriptional activity of mutant p53. 0.063% of 320,000 active. Potency, µM (doses to about 92.2 µM), for the others: top-dose activity change, positive = activation, usual class: activators. H1299 p53-A138V BP100-luciferase reporter, luminescence, 24 h; also: potency is read from the fitted curve at half-maximal effect; % of control where 0% means no effect; nearly all actives have a fitted effect of over 45% in size
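p53-null H1299 cells stably carrying temperature-sensitive p53-A138V and a BP100-luciferase reporter were pinned with compounds (4-point, 1:5 series) and held 24 hrs at 37 deg C. Luminescence was read 10 min after detection reagent.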
ELG1 DNA repair: blocks ELG1-dependent DNA repair in HEK293T cells. HEK293T ELG1-luciferase reporter, luminescence, 16 h; DNA damage induced by 5-fluorouridine. Potency, µM (highest dose often 46.1 µM), for the others: top-dose activity change, negative = inhibition, actives largely listed as inhibitors. 2.3% of 330,000 active; also: potency is read from the fitted curve at half-maximal effect; % is scaled to controls: 0 for no effect and ±100 for the full control effect; nearly all actives have a fitted effect of over 55% in size
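DMSO vehicle served as the neutral condition. Each well held 2,000 cells given 5-fluorouridine plus compound; after 16 hr at 37 °C/5% CO2, ONE-Glo was added and luciferase measured 30 min later.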
BRCA1 expr act: BRCA1 expression activation; MCF7-BRCA1-FFLuc reporter, luminescence, 48 h; response scale: scaled: vehicle 0%, 10 µM genistein 100%; Potency, µM (series often up to 46.1 µM), inactives show at the top dose activation, usual class: activators; 1.1% of 380,000 active; AID 624202; also: potency is read from the fitted curve at half-maximal effect; nearly all actives have a fitted effect of over 80% in size; some results filed as inactive show a strong effect at the top dose
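Cells: MCF7-BRCA1-FFLuc, 2000/well. Exposure: 48 h, 37 °C, 5% CO2. Read: luminescence, 15 min post-substrate. Controls: genistein 10 microM (maximal activation), DMSO (neutral).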
An asterisk follows results filed as active; ? = inconclusive; nt = no result given; & = joins results of further samples; [ ] = dose if it differs, or a comment. Unless noted, calls follow the shape of the dose curve; as a rule, active = well fitted curve in the direction sought with a large enough effect; inconclusive = small, poorly fitted or top-dose-only effect, or another doubt; inactive = no such curve, though single readings can be large; an effect the other way counts as inactive or inconclusive.

SMILES	FLuc counter	Gal4-VP16 FLuc	ELG1 genotox	NPC1 prom act	Tb PFK block	TRPV1 ag	Rab9 promoter act	RORg inh	p53 reactivator	ELG1 DNA repair	BRCA1 expr act
O=C(NC1=C(NC2CCS(=O)(=O)C2)C(=O)c2ccccc2C1=O)c1ccccc1 (centres undefined)	-6%	?	-11%	-37%[inhibitor]	-26%	-1	-42%[inhibitor]	13µM*	-11%	?	-99%
C/C(=N\Nc1ccc([N+](=O)[O-])cc1)c1ccc(N)cc1	?	3%	?	?	-11%	-2	11%	26%	?	?	1%
COc1ccc(Cl)cc1NC(=O)CCc1nnc2ccc(N3CCN(C)CC3)nn12	5%	11%	4%	-3%	-17%	-3	3%	-13%	-2%	0%	-6%
COc1cc(C)c(Br)cc1S(=O)(=O)NCCN1CCOCC1	1%	3%	-1%	-1%	-3%	-1	0%	9%	-4%	8%	-31%
Cc1[nH]n(-c2nc(-c3ccccc3)cc(=O)[nH]2)c(=O)c1CCO	-13%	-2%	0%	-2%	0%	-3	0%	?	-3%	15%	7%
CCCCC1(Cc2ccc(OC)c([N+](=O)[O-])c2)C(=O)N(c2ccccc2)N(c2ccccc2)C1=O	1%	1%[0.365 µM]	?	-7%	2%	11	-11%	-18%	-1%	-17%	-39%
CCOc1ccc(-c2noc(CCC(=O)NC)n2)cc1OCC	1%	0%	1%	-4%	2%	-1	8%	6%	-3%	10%	-1%
COc1cccc(N2CCN(c3ccc4nnc(CCC(=O)Nc5ccc(F)cc5F)n4n3)CC2)c1	-1%	6%	-1%	0%	0%	0	-3%	20%	5%	5%	0%
O=C(Nc1cc(C(=O)N2CCN(c3ccccc3O)CC2)ccc1Cl)c1cccs1	2%	nt	-3%	0%	4%	-3	4%	nt	-4%	?	0%
CCOc1ccc(CCNS(=O)(=O)c2cnc[nH]2)cc1OCC	0%	-3%	2%	-3%	1%	-1	-1%	12%	-1%	7%	9%
Cc1ccccc1C(=O)N1CCC(C(=O)OCc2ccccn2)CC1	nt	nt	0%	nt	-1%	nt	nt	nt	9%	2%	-10%
CC(=O)c1cc(-c2ccccc2)n(CCC(=O)NC2CCCCC2)c1C	-8%&-1%	2%	0%	-1%	-1%	?	-4%	-12%	-17%	-5%	-25%
Cc1ccc2nc(NCc3ccc(F)cc3)c3nncn3c2c1	1%&3%	-2%	1%	-1%	2%	18	-4%	21%	-2%	-7%	35%
COc1ccc(C2(C(=O)NCCc3ccccc3)CCCC2)cc1	6%	-4%	-8%	-17%	-2%	21	-8%	41%	nt	6%	-27%
NC(=O)CSc1oc(-c2cccs2)nc1S(=O)(=O)c1ccccc1	1%	-2%	-6%	-2%	-16%	-15	0%[1.84 µM]	-6%	-13%	-8%	-17%
Oc1ccccc1-c1nc(N2CCN(Cc3ccccc3)CC2)c2ccccc2n1	-3%	6%	-1%	-5%	-5%	0	11%	-7%	-1%	?	-59%
CCN(c1ccccc1)S(=O)(=O)c1ccc(C(=O)Nc2nnc(-c3ccco3)o2)cc1	?	-7%	-8%	-11%	-1%	-2	-10%	0.1µM*	-3%	?	-67%
CN(c1ccccc1)S(=O)(=O)c1cccc(NC(=O)CSc2n[nH]c(N)n2)c1	-13%	7.1µM*	-11%	-1%	1%	11	-4%	?	3%	21µM*	-11%
O=C(CSc1nc2[nH]ncc2c(=O)[nH]1)NCCc1ccccc1	-2%	-1%	2%	-8%	0%	1	-8%	1%	1%	-1%	-28%
C=C(C)C1CC=C(C)/C(=N/NC(=O)c2ccc(NC(=O)CCC)cc2)C1 (centres undefined)	0%	0%	1%	-3%	-2%	6	-12%	8%	-3%	26%	-3%

Sorted by molecular weight (rising): some entries from above
SMILES	FLuc counter	Gal4-VP16 FLuc	ELG1 genotox	NPC1 prom act	Tb PFK block	TRPV1 ag	Rab9 promoter act	RORg inh	p53 reactivator	ELG1 DNA repair	BRCA1 expr act
C/C(=N\Nc1ccc([N+](=O)[O-])cc1)c1ccc(N)cc1	?	3%	?	?	-11%	-2	11%	26%	?	?	1%
O=C(CSc1nc2[nH]ncc2c(=O)[nH]1)NCCc1ccccc1	-2%	-1%	2%	-8%	0%	1	-8%	1%	1%	-1%	-28%
Cc1ccccc1C(=O)N1CCC(C(=O)OCc2ccccn2)CC1	nt	nt	0%	nt	-1%	nt	nt	nt	9%	2%	-10%
C=C(C)C1CC=C(C)/C(=N/NC(=O)c2ccc(NC(=O)CCC)cc2)C1 (centres undefined)	0%	0%	1%	-3%	-2%	6	-12%	8%	-3%	26%	-3%
O=C(NC1=C(NC2CCS(=O)(=O)C2)C(=O)c2ccccc2C1=O)c1ccccc1 (centres undefined)	-6%	?	-11%	-37%[inhibitor]	-26%	-1	-42%[inhibitor]	13µM*	-11%	?	-99%
CN(c1ccccc1)S(=O)(=O)c1cccc(NC(=O)CSc2n[nH]c(N)n2)c1	-13%	7.1µM*	-11%	-1%	1%	11	-4%	?	3%	21µM*	-11%

New compounds follow.
SMILES	FLuc counter	Gal4-VP16 FLuc	ELG1 genotox	NPC1 prom act	Tb PFK block	TRPV1 ag	Rab9 promoter act	RORg inh	p53 reactivator	ELG1 DNA repair	BRCA1 expr act
CN(C(=O)COC(=O)c1ccc(Br)c([N+](=O)[O-])c1)c1c(N)n(Cc2ccccc2)c(=O)[nH]c1=O	4%	nt	-10%	-4%	-1%	0	-3%	nt	-1%	6%	11%
O=C(Nc1nnc(C2CC2)s1)c1cncc(Br)c1	nt	nt	?	nt	16%	nt	nt	nt	?	?	72%
Oc1ccccc1-c1cc(-c2ccccc2Cl)[nH]n1	0.67µM*	?	nt	nt	nt	18	nt	4.5µM*	nt	nt	5%
CN(C)CCCNC(NC(=O)/C=C/c1ccccc1)C(Cl)(Cl)Cl (centres undefined)	0%	-1%	0%	-2%	2%	nt	1%	-6%	-3%	12%	-10%
COc1ccc(N2CCN(S(=O)(=O)CCNC(=O)c3cccs3)CC2)cc1	0%	nt	14%	-3%	-5%	2	-7%	nt	-6%	-12%	-3%
O=C(Nc1ccc(F)cc1)N1CCCN(c2ccc(C(F)(F)F)cn2)CC1	7%	?	-8%	-5%	8%	?	-22%	?	-2%	?	-25%
COCCOC(=O)C1=C(C)NC2=C(C(=O)CCC2)C1c1ccc2c(c1)OCO2 (centres undefined)	1%	7%	1%	-3%	-6%	-2	-5%	-22%	1%	6%	-1%
O=C(NCC1CCN(C(=O)c2ccc([N+](=O)[O-])cc2)CC1)C(=O)Nc1ccccc1	1%	7%	18%	0%	1%	-4	1%	19%	5%	?	-23%
COc1ccccc1N=NC1=C(O)CC(C)(C)CC1=O	?	-4%	-3%	-1%	-7%	9	2%	22%	15%	?	-2%
COc1ccc(CCNC(=O)CNC(=O)Cn2cnc3sc(C)c(C)c3c2=O)cc1OC	5%	2%	?	-5%	0%	1	-7%	3%	-3%	-13%	1%
Cc1cccc(NC(=O)C[n+]2ccc(N(C)C)cc2)c1	16%	-4%	-18%	4%	-5%	1	-3%	30%	14%	-22%	-32%
S=C(NCCc1ccccc1)Nc1ccc(N2CCCCC2)cc1	0%	?	0%	-2%	0%	11	3%	7.9µM*	17%	13%	-1%
O=S(=O)(Nc1ccc2c(c1)OCO2)c1cccs1	-3%	-4%	-2%	0%	-4%	-4	2%	7%	-4%	-1%	11%
COc1ccc(-c2n[nH]c3c2C(c2ccc(OC)c(OC)c2)N(c2ccccc2)C3=O)cc1 (centres undefined)	2%	-1%	5%	-3%	-6%	-5	-3%	9%	-5%	-28%	-99%[inhibitor]
O=[N+]([O-])c1ccc(C2=NN(c3ccccc3)C(c3ccco3)C2)cc1 (centres undefined)	?	25%	4%	10%	8%	nt	-1%	21%	8%	12%	-20%
Cc1ccc(C)c(S(=O)(=O)N2CCN(C(=O)C3CC3C)CC2)c1 (centres undefined)	4%	nt	1%	0%	24%	7	-4%	nt	-9%	0%	-16%
CC(C)CCN1CCN(Cc2ccc(C#CC(C)(C)O)s2)CC1CCO (centres undefined)	1%	-6%	0%	-4%	-3%	0	0%	-4%	0%	2%	-21%
CC(OC(=O)c1ccc(Cl)nc1)C(=O)NC1(C#N)CCCCC1 (centres undefined)	0%	nt	-6%	5%	-12%	-3	11%	nt	3%	11%	-12%
CCCn1c(SCC(=O)Nc2cc(S(=O)(=O)N3CCOCC3)ccc2OC)n[nH]c1=O	-1%	-1%	-2%	-1%	-9%	-4	2%	15%[10 µM]	3%	12%	7%
